# High-throughput results deposited in PubChem BioAssay by National Center for Advancing Translational Sciences (NCATS).
# TrxR1 substrate: is turned over as a substrate by rat TrxR1. O89049. purified TrxR1 substrate turnover, NADPH consumption readout. Potency, µM (top dose mostly 114 µM), inactives show at the top dose activity change, negative = substrate turnover. actives 0.01% (n = 390,000). AID 588456; also: potency is read from the fitted curve at half-maximal effect; % is scaled to controls: 0 for no effect and ±100 for the full control effect; nearly all actives have a fitted effect of over 50% in size
# Target sequence (O89049 whole entry, looked up): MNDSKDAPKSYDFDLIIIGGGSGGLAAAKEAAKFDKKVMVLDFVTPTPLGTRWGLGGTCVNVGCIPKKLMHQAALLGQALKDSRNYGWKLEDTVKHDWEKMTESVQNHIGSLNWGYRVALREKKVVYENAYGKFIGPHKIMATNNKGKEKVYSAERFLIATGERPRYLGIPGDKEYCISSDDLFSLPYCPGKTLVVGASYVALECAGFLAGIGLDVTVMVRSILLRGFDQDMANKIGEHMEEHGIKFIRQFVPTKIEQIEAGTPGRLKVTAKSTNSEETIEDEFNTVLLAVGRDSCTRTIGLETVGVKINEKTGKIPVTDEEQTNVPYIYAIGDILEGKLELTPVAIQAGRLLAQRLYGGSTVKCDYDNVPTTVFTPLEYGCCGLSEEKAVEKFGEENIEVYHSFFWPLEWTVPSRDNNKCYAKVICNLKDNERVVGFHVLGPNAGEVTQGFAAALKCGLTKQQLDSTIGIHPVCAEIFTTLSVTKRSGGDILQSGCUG
#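 Rat TrxR1, dispensed at 90 nM, was prereduced with 400 uM NADPH (final) for 5 min at ~22 deg C, then incubated with compound 15 min before 400 uM selenite. A first-read NADPH fluorescence drop versus no-compound background flagged substrates.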
# USP1-UAF1 inh: inhibitors of human USP1/UAF1 deubiquitinase; actives 0.23% (n = 390,000); O94782; recombinant USP1/UAF1, Ub-Rhodamine cleavage fluorescence; AID 743255; Potency, µM (titrated, usually from 57.1 µM), without a hit: at the top dose activity change, negative = inhibition, most hits filed as inhibitors; also: potency is read from the fitted curve at half-maximal effect; % is scaled to controls: 0 for no effect and ±100 for the full control effect; nearly all actives have a fitted effect of over 60% in size; inactives centre near -12
#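 1 nM enzyme complex + cpd, 15 min RT; start with Ub-Rho 150nM final; kinetic fluorescence ex 480/em 540, 6 reads q60 s. Buffer 50mM HEPES pH 7.8, 0.5mM EDTA, 0.1 mg/ml BSA, 1mM TCEP, 0.01% Tween-20.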
# Glioma ERSR ind: ER stress response induction in glioma; U87-MG GRP78 promoter luciferase reporter, 16 h; Potency, µM, for inactives: at the top dose activation, usual class: activators; actives 0.02% (n = 420,000); also: potency is read from the fitted curve at half-maximal effect; series mostly up to about 76 µM; % of control where 0% means no effect; nearly all actives have a fitted effect of over 35% in size
#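 Stably transfected U87-MG glioma cells carrying a GRP78-based luciferase sensor; 16 h compound incubation. Luminescence end-point read 10 min after Bright-Glo addition at room temperature.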
# PI4K2A inh: blocks human PI4K2A kinase activity. AID 1346378. Q9BTU6. purified PI4K2A, ADP-Glo luminescence, 1 h; active compounds read low. actives 0.13% (n = 420,000). activity change, negative = inhibition, % at 76.9 µM; in the data active = activity change below about -50%; inconclusive = mostly about -30% to -49%;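 also: -100% = wells without enzyme as full effect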
#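 Compounds are screened against recombinant PI4K2A using PI as substrate and ATP, the latter dispensed at 300 microM. Reactions run one hour at ambient temperature before ADP-Glo detection; full inhibition defined by wells lacking enzyme.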
# Vif-A3G inh: inhibitors of Vif-APOBEC3G interaction; Q9HC16; HeLa A3G-eYFP + Vif (tagged APOBEC3G with the HIV-1 protein that degrades it), YFP fluorescence, overnight; Potency, µM (top dose mostly 46.1 µM), without a hit: at the highest dose activity, negative = active, hits mostly inhibitors; actives 0.076% (n = 410,000);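 also: potency is read from the fitted curve at half-maximal effect; % is scaled to controls: 0 for no effect and ±100 for the full control effect; nearly all actives have a fitted effect of over 60% in size; hits raise eYFP signal because A3G escapes Vif-driven loss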
#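 Read-out is eYFP fluorescence (Ex 488/Em 500-530) from Vif-expressing HeLa A3G-eYFP cells; more signal means A3G escaped Vif-mediated degradation. Cells plated overnight, compound pinned in, incubated overnight at 37 deg C.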
# LDHA inh: blocks human lactate dehydrogenase A; P00338; purified LDHA, NADH/diaphorase-resazurin fluorescence; active compounds read low; activity change, % (values are at about 110 or 230 µM); actives 0.15% (n = 480,000); AID 1347041; in the data active = activity change below about -30%; inconclusive = mostly about -25% to -30%;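 also: plate controls were DMSO wells for no effect and wells without enzyme for full effect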
#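 Resorufin fluorescence (ex540/em590), read at 0 and 20 min after diaphorase/resazurin addition, reports the NADH left after a 5 min room-temperature reaction of 2 nM human LDH5 with 0.06 mM NADH and 0.2 mM pyruvate.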
# IDH1 R132H inh: human IDH1 R132H inhibition. IDH1-R132H enzyme, NADPH consumption, diaphorase/resazurin fluorescence. actives 0.093% (n = 390,000). Potency, µM (highest dose often 76.6 µM), without a hit: top-dose activity change, negative = inhibition, usual class: inhibitors. O75874; also: potency is read from the fitted curve at half-maximal effect; % is scaled to controls: 0 for no effect and ±100 for the full control effect; nearly all actives have a fitted effect of over 65% in size
# Target sequence (O75874 whole entry R132H, stated change not applied): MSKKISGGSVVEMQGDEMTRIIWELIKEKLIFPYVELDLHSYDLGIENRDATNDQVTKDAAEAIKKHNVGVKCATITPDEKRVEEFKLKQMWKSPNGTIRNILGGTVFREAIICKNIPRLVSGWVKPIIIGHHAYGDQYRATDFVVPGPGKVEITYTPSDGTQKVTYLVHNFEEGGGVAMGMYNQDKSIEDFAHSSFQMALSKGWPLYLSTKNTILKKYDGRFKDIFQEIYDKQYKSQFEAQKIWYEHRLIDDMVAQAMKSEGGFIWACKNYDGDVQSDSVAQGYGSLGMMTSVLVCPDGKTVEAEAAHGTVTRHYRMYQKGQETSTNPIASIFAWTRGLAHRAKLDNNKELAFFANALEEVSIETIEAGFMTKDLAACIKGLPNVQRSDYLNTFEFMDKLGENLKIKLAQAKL
#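 IDH1-R132H (0.5 ug/mL) preincubated 30 min with compound, then NADPH (0.016 mM) and alpha-KG (2 mM) added; 80 min at RT, pH 7.5. Remaining NADPH coupled via diaphorase/resazurin to fluorescence (540/590 nm); concentration-response curves normalized to no-enzyme control.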
# RXFP1 ag: activates the human relaxin receptor RXFP1 | Q9HBX9 | HEK293T-RXFP1 cAMP TR-FRET, 30 min; response scale: percent of porcine relaxin response, buffer zero | Potency, µM (top dose mostly 57.5 µM), inactives show at the top dose activation, hits mostly activators | actives 0.3% (n = 370,000) | AID 2676; also: potency is read from the fitted curve at half-maximal effect; % is scaled to controls: 0 for no effect and ±100 for the full control effect; nearly all actives have a fitted effect of over 60% in size; many of its hits are not listed in these tables
#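 Agonist response is measured as cAMP accumulation in an RXFP1-transfected HEK293T line under PDE4 inhibition. Values are scaled between buffer-only and 29 nM porcine relaxin, and EC50s come from standard Hill equation fits.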
# Vif-A3F inh: blocks the Vif interaction with APOBEC3F | actives 0.2% (n = 390,000) | Potency, µM (doses to about 46.1 µM), for the others: top-dose activity, negative = active | HeLa A3F-eYFP + Vif (tagged APOBEC3F with the HIV-1 protein that degrades it), YFP fluorescence increase; also: potency is read from the fitted curve at half-maximal effect; % of control where 0% means no effect; nearly all actives have a fitted effect of over 65% in size
#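 Fluorescence increase (Ex 488/Em 500-530) after overnight compound treatment at 37 deg C flags inhibition of Vif-driven A3F-eYFP loss in stable HeLa A3F-eYFP/Vif cells seeded overnight beforehand.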
# Active calls of the source: *; ? = inconclusive; nt = not tested or not shown; & = joins results of further samples; [ ] = dose if it differs, or a comment. Unless noted, calls follow the shape of the dose curve; as a rule, active = well fitted curve in the direction sought with a large enough effect; inconclusive = small, poorly fitted or top-dose-only effect, or another doubt; inactive = no such curve, though single readings can be large; an effect the other way counts as inactive or inconclusive.
SMILES,TrxR1 substrate,USP1-UAF1 inh,Glioma ERSR ind,PI4K2A inh,Vif-A3G inh,LDHA inh,IDH1 R132H inh,RXFP1 ag,Vif-A3F inh
COc1ccc(S(=O)(=O)NC(C)C(=O)NCc2cccnc2)cc1Cl (configuration not stated),6.6%,-21.3%,-3.9%,0.3,-0.7%,-7.1,-5.9%,-4.1%,-21.8%
Clc1ccc2c(c1)C1OCCC1C(c1ccco1)N2 (configuration not stated),132.5%[activator],-21.8%,6.6%,4.5,2.2%,-0.3,15.8%,8.3%,-9.3%
CCOC(=O)c1ccc(NS(=O)(=O)c2cc(-c3onc(C)c3C)ccc2C)cc1,-2.9%[57.1 µM],-1.8%,1.7%,0.6,-8.2%,-2.2,6.6%,-0.5%,-0.2%
O=C(Nc1ccc(F)cc1)c1cc2ccccc2o1,0.4%,-20.5%,-1.4%,0.5,-0.1%,-2.2,8.4%,-1.3%,-4.3%
CCCCNC(=O)N1CCN(Cc2ccc(F)cc2)CC1,-12.3%,-4.6%,-2.5%,-0.1,1.8%,-1.2,-2.8%,1.2%,1.7%
C=C(C)c1cccc(C(C)(C)NC(=O)Nc2nncs2)c1,1.2%,-4.0%,-2.8%,-0.7,-0.3%,-5.9,3.2%,1.4%,-1.7%
Cc1ccccc1NC(=O)C1CCN(C(=O)c2cnn(-c3ccccc3)c2-n2cccc2)CC1,-2.9%,-8.0%,-2.9%,0.5,4.1%,-7.6,0.0%,-0.4%,0.2%
Cn1c(SCC(N)=O)nnc1C1CCN(C(=O)NC2CCCCC2)CC1,6.7%,-7.3%,-5.1%,-6.7,0.0%,1.8,5.7%,-0.2%,nt
c1ccc(Oc2cccc(NC3=NCCC3)c2)cc1,15.5%[57.1 µM],0.3%,-0.5%,-3.5,1.9%,-4.6,9.0%,-0.5%,-4.4%
CCOC(=O)C1=C(c2ccccc2)NC(SC)=C(C#N)C1c1cccnc1 (configuration not stated),0.0%,-7.3%,-1.1%,-1.0,-0.9%,-4.5,3.5%,-1.2%,-4.6%
Oc1ccccc1NCC(O)Cn1ccc2ccccc21 (configuration not stated),6.2%,?,16.0%,4.4,-30.8%,-1.4,0.0%,0.4%,?
CCCCN1C(=O)N(C)C2C1N(C)C(=O)N2CCCC (configuration not stated),2.8%,-9.4%,-4.0%,2.0,1.2%,-0.5,-0.5%,3.0%,-4.8%
CCCN1CNc2c(c(=O)[nH]c(=S)n2-c2ccccc2Cl)C1,9.9%[57.1 µM],-13.9%,-4.4%,4.0,1.3%,-6.0,-3.6%,3.0%,-15.9%
Cc1ccc(C(O)c2ncc(-c3ccc(Cl)cc3)[nH]2)c(C)c1 (configuration not stated),nt,nt,-2.1%,0.9,-4.4%,-2.5,nt,nt,nt
Cc1cccc2nc(C(F)(F)F)nc(=O)n12,12.9%,-7.6%,-1.7%,1.8,2.0%,-8.8,1.1%,2.1%,4.0%
CC(C)C(C)NC(=O)CSc1nnc(-c2c[nH]c3ccccc23)o1 (configuration not stated),2.5%,-17.5%,3.9%,-11.9,-4.9%,-3.0&-9.8,0.4%,-1.0%,-15.1%
CCOc1ccccc1NC(=O)CCS(=O)(=O)c1cccc2nonc12,-1.1%,-18.2%,-4.8%,-1.7,-0.1%,-0.6,1.0%,0.4%,6.5%
C/[N+]([O-])=C1\Cc2ccccc2C1=O,-6.0%,-21.8%,-3.4%,-7.7,-4.5%,4.2,1.5%,2.2%,-7.4%
CCc1ccc(C(=O)COC(=O)CNC(=O)Cc2ccccc2)cc1,6.8%,-8.0%,1.6%,2.0,-4.1%,-0.1,3.9%,4.8%,-0.9%
FC(F)(F)c1nc2ccccc2[nH]1,-0.4%,-7.0%,-2.2%,3.7,-1.6%,-2.8,12.4%,-2.7%,-11.4%
COc1ccc(-c2ccc(C#N)c(SCC(=O)NCCc3ccccc3)n2)cc1OC,85.5%[activator],-21.0%,-6.3%,4.6,-0.7%,-2.5&-0.6,7.0%,13.2%,-7.0%
COc1ccccc1Nc1nc(N)nc(CSc2nccn2C)n1,2.4%,-24.3%,2.6%,2.1,0.1%,-0.2,0.7%,0.9%,-0.2%
CC(C)n1c(O)c(N=NC(=O)C2COc3ccccc3O2)c2ccccc21 (configuration not stated),-20.0%[57.1 µM],-13.1%,-4.5%,3.5,-5.1%,10.4,6.5%,-0.2%,-11.9%
Cc1csc(NC(CO)c2nc3ccccc3n2CCOCCO)n1 (configuration not stated),-2.0%[57.1 µM],2.0%,-4.6%,-10.4,3.2%,3.9,-8.6%,nt,-2.2%
Cc1ccc(-c2nnc(Nc3cccc(Br)c3)c3ccccc23)cc1S(=O)(=O)N1CCN(C)CC1,-3.9%[57.1 µM],-1.8%,-3.6%,1.5,-9.5%,-6.9,6.6%,-0.1%,1.5%
SMILES,TrxR1 substrate,USP1-UAF1 inh,Glioma ERSR ind,PI4K2A inh,Vif-A3G inh,LDHA inh,IDH1 R132H inh,RXFP1 ag,Vif-A3F inh
CCc1c(C)[nH]c(=S)c(C#N)c1C,0.8%,-8.4%,-3.6%,-0.7,1.1%,4.4,6.3%,6.5%,-16.3%
O=C1NC2=C(C(=O)CCC2)C(c2cccc([N+](=O)[O-])c2)N1 (configuration not stated),3.3%[57.1 µM],-16.1%,-0.7%,-4.0,0.7%,-12.6,4.7%,4.6%,-3.6%
O=C(Nc1cccnc1)c1cc2cc(Br)ccc2oc1=O,2.5%[57.1 µM],-16.1%,-1.3%,-4.3,2.1%,-9.5,-0.6%,4.5%,-5.5%
C=CCn1c(COc2cccc(C)c2)nnc1SCC(=O)NC(=O)NCc1ccco1,11.9%[57.1 µM],-8.5%,0.2%,-3.3,2.3%,-3.0,4.8%,-0.2%,10.2%
O=C(COc1ccccc1O)NCCN1CCOCC1,3.0%,-7.0%,-1.2%,-1.6,0.1%,-0.2,0.0%,-1.4%,-10.2%
c1ccc(CCNc2c3c(nc4ncnn24)CCC3)cc1,6.8%,-11.5%,-2.8%,7.3,-0.7%,-1.2,7.0%,2.7%,-0.4%
O=C(CCCC(=O)OCC(Cl)=C(Cl)Cl)Nc1ccccc1F,-4.1%,-5.0%,-1.5%,6.9,2.1%,-5.3,5.3%,-0.1%,-8.6%
C(=C\c1ccccc1)/CN1CCN(C(c2ccnc3ccccc23)c2nnnn2-c2ccc3c(c2)OCCO3)CC1 (configuration not stated),nt,nt,-1.7%,5.0,-0.3%,1.0,nt,nt,nt
CCC(C)c1ccc2oc(-c3ccc(NC(=O)c4ncn[nH]4)cc3)nc2c1 (configuration not stated),139.5%[activator],-12.9%,2.3%,-8.1,-7.7%,3.2,3.9%,0.8%,-26.5%
CC(=O)N1CCN(c2ccc([N+](=O)[O-])c(-n3nc(C)cc3C)c2)CC1,-9.7%,-12.3%,-2.0%,4.9,2.1%,-3.1,4.6%,-1.2%,-15.3%
Nc1nc(NC(=O)c2ccco2)nn1-c1ccccc1,5.3%,4.5%,3.5%,-2.0,1.9%,-0.5,3.2%,0.2%,-2.2%
O=C(Nc1ccccc1Cl)c1cc(C2CCCCN2S(=O)(=O)c2ccccc2)on1 (configuration not stated),nt,nt,-2.9%,-0.2,-1.6%,-6.1,nt,nt,nt
COc1ccc(C)cc1NC(=O)C(C)N1CCOCC1 (configuration not stated),6.4%,-30.1%,-2.0%,-2.0,1.6%,2.3,-0.9%,-1.0%,-3.9%
Cc1ccc(C)c2[nH]c(=O)c(CN(Cc3ccco3)C(=O)Nc3ccccc3)cc12,2.6%,-8.8%,-7.3%,-7.4,0.0%,-5.6,2.5%,3.0%,0.3%
COC(=O)C(CO)NC(=O)C1CCCN1C(=O)CNC(=O)OCc1ccccc1 (configuration not stated),2.6%,-6.7%,-0.9%,3.8,-43.5%,-1.9,12.1%,-1.4%,-4.6%
COc1ccccc1NC(=S)N1CCCC1,-0.3%,5.1%,0.8%,-7.2,-3.2%,4.1,3.7%,0.2%,-16.7%
O=C(NCc1ccc(F)cc1)Nc1cccc([N+](=O)[O-])c1,2.6%,-5.8%,3.1%,-0.3,1.9%,-5.1,-5.1%,-0.4%,-1.7%
CC(=O)N1c2ccc(Cl)cc2C2C=CCC2C1c1cccc2ccccc12 (configuration not stated),-1.9%[11.4 µM],?,-9.3%,-4.3,?,0.8,14.7µM*,4.6%,?
COc1ccc(NC(=O)C2Cc3c(-c4ccccc4Oc4ccccc4)ccnc3O2)cn1 (configuration not stated),nt,nt,-3.7%,2.9,-2.6%,-1.8,nt,nt,nt

# Quoted at random: three compounds from above.
SMILES,TrxR1 substrate,USP1-UAF1 inh,Glioma ERSR ind,PI4K2A inh,Vif-A3G inh,LDHA inh,IDH1 R132H inh,RXFP1 ag,Vif-A3F inh
CC(=O)N1CCN(c2ccc([N+](=O)[O-])c(-n3nc(C)cc3C)c2)CC1,-9.7%,-12.3%,-2.0%,4.9,2.1%,-3.1,4.6%,-1.2%,-15.3%
O=C(CCCC(=O)OCC(Cl)=C(Cl)Cl)Nc1ccccc1F,-4.1%,-5.0%,-1.5%,6.9,2.1%,-5.3,5.3%,-0.1%,-8.6%
Clc1ccc2c(c1)C1OCCC1C(c1ccco1)N2 (configuration not stated),132.5%[activator],-21.8%,6.6%,4.5,2.2%,-0.3,15.8%,8.3%,-9.3%

# The list is partial (hit frequency here may not be typical).
